Assay outcomes (PubChem)
Anesthetic bind: binds horse apoferritin like a general anesthetic | P02791 | apoferritin/1-aminoanthracene competitive binding, fluorescence | 0.074% of 350,000 active | AID 485281 | Potency, µM (series often up to 77.5 µM), inactives show at the top dose activity change, negative = displacement, usual class: inhibitors; further: potency means the concentration at half of the fitted maximal effect; on the % scale 0 is the no-effect control and ±100 the full control effect; nearly all actives have a fitted effect of over 20% in size
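Read-out: endpoint 1-AMA fluorescence, excitation 380 nm and emission 535 nm, after compounds sit 10 min at room temperature with 10 uM horse-spleen apoferritin in 50% saturated 1-AMA/PBS. Values come from four-parameter Hill fits.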
Pol kappa inh: blocks human DNA polymerase kappa activity | Q9UBT6 | purified Pol kappa, fluorescent DNA synthesis assay, 10 min | Potency, µM (doses to about 107 µM), for inactives: top-dose activity, negative = inhibition, most hits filed as inhibitors | 0.53% of 400,000 active | AID 588579; further: potency means the concentration at half of the fitted maximal effect; on the % scale 0 is the no-effect control and ±100 the full control effect
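First, compounds were pin-transferred onto 10 nM Pol kappa. After 15 min at room temperature, substrate was added to 50 nM final. Fluorescence was then measured kinetically at 0 and 10 min.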
RXFP1 antag: antagonists of human relaxin receptor RXFP1; Q9HBX9; HEK293-RXFP1, relaxin-stimulated cAMP HTRF, 30 min; active compounds read low; activity change, negative = inhibition, % at 57.5 µM; 0.59% of 350,000 active;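 active means activity change of -60% or lower, but not beyond a set lower limit; inconclusive means change between -60% and -40%, or beyond the set limit; inactive means change above -40%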; further: on the % scale 0 is the no-effect control and ±100 the full control effect
POLB inh: inhibitors of human DNA polymerase beta; Potency, µM (highest dose often 114 µM), inactives show at the highest dose activity change, negative = inhibition, actives largely listed as inhibitors; P06746; Pol beta primer extension/strand displacement, fluorescence kinetic; 1.3% of 340,000 active; further: potency means the concentration at half of the fitted maximal effect; on the % scale 0 is the no-effect control and ±100 the full control effect
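Homogeneous kinetic assay of primer extension and strand displacement by 10 nM Pol beta, preincubated 15 min at room temperature with compound before 50 nM substrate (final) was added. Read at 0 and 10 min; four-parameter Hill fit.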
BLM helicase inh: Bloom syndrome helicase (human) inhibition; P54132; recombinant BLM DNA unwinding, fluorescence dequenching; Potency, µM (highest dose often 56.1 µM), for the others: top-dose activity change, negative = inhibition, usual class: inhibitors; 0.2% of 350,000 active; AID 2528;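 further: potency means the concentration at half of the fitted maximal effect; plate controls were vehicle for no effect and no enzyme for full effect; nearly all actives have a fitted effect of over 35% in size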
Target sequence (P54132 whole entry, looked up): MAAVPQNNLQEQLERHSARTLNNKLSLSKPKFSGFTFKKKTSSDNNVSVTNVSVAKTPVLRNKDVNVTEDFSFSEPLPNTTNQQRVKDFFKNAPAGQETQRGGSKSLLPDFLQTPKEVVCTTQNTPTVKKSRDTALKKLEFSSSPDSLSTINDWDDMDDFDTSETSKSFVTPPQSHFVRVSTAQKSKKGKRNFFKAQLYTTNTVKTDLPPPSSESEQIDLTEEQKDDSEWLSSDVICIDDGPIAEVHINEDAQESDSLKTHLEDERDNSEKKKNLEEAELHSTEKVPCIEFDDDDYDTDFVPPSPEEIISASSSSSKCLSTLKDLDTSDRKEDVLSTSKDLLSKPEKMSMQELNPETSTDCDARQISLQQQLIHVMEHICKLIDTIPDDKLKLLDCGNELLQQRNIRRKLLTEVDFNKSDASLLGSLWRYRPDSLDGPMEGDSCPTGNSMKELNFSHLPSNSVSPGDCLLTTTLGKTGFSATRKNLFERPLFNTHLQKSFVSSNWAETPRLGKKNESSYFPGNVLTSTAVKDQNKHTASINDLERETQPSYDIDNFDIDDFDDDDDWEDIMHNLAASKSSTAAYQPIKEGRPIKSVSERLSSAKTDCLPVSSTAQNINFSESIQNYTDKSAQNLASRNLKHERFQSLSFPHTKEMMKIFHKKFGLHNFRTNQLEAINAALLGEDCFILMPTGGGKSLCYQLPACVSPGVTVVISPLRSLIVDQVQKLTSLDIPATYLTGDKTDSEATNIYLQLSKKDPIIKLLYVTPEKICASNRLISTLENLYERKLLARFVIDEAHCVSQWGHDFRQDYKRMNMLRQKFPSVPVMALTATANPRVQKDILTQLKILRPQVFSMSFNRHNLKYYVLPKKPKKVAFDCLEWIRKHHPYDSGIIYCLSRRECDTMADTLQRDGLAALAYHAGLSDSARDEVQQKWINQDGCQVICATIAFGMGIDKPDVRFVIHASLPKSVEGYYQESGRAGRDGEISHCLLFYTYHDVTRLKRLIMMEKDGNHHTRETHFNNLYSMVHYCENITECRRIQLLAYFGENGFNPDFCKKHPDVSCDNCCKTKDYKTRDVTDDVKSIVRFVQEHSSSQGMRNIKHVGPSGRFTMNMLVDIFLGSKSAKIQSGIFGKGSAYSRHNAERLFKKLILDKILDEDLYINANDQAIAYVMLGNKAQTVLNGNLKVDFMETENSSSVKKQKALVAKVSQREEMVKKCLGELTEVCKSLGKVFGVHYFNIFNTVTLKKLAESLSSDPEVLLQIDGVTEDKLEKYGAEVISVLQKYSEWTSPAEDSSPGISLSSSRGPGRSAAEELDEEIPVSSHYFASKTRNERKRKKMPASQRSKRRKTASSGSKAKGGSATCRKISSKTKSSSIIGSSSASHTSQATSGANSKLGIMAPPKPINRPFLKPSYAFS
Pol eta inh: blocks human DNA polymerase eta activity. Q9Y253. recombinant Pol eta, fluorescent DNA replication assay. Potency, µM (top dose mostly 114 µM), for the others: at the top dose activity change, negative = inhibition, hits mostly inhibitors. 1.2% of 390,000 active. AID 588591; further: potency means the concentration at half of the fitted maximal effect; on the % scale 0 is the no-effect control and ±100 the full control effect
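Fluorescent replication assay: 50 nM final substrate added after a 15 min room-temperature compound preincubation with 10 nM enzyme. Signal taken at 0 min and again at 10 min.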
PGK inhibitor: T. brucei PGK inhibition; P07378; PGK/GAPDH coupled, Kinase-Glo luminescence, 60 min; Potency, µM (doses to about 57.5 µM), for the others: top-dose activity change, negative = inhibition, most hits filed as inhibitors; 0.043% of 380,000 active; AID 602233; further: potency means the concentration at half of the fitted maximal effect; on the % scale 0 is the no-effect control and ±100 the full control effect; nearly all actives have a fitted effect of over 60% in size
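Luminescent ATP detection (Kinase-Glo Plus) follows a 60-minute room-temperature incubation, with wells lacking PGK as controls. Buffer: 100 mM TEA (pH 7.6), 5 mM MgCl2, 0.01% Tween-20. Coupling enzyme GAPDH (100 nM final) supplies unstable 1,3-BPG in-well.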
Pol iota inh: blocks human DNA polymerase iota activity; 1% of 390,000 active; Potency, µM (series often up to 115 µM), for the others: top-dose activity, negative = inhibition, most hits filed as inhibitors; AID 588590; Q9UNA4; Pol iota fluorescent replication assay, 10 min; further: potency means the concentration at half of the fitted maximal effect
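Fluorescent replication assay read twice, at 0 min and 10 min after adding 50 nM (final) substrate. Enzyme (10 nM) and compounds were first incubated 15 min at room temperature; enzyme-free buffer wells were negative controls.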
APEX1 inh: blocks human APE1 abasic DNA cleavage; P27695; recombinant APE1, TAMRA/BHQ-2 abasic DNA cleavage fluorescence; Potency, µM (doses to about 65.8 µM), for inactives: at the top dose activity change, negative = inhibition, actives largely listed as inhibitors; 0.35% of 350,000 active; AID 2517;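 further: potency means the concentration at half of the fitted maximal effect; plate controls were vehicle for no effect and reference inhibitor for full effect; nearly all actives have a fitted effect of over 55% in size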
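Quantitative HTS: incision of a TAMRA/BHQ-2 double-stranded substrate bearing a tetrahydrofuran abasic site by 0.75 nM APE1 raises fluorescence. Substrate 50 nM final, added after 15 min compound preincubation at room temperature; progress as third-minus-first kinetic read difference.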
* hit, by the source's call; i = inactive; u = inconclusive; x = no result given; & = joins results of further samples; [ ] = another dose, or the depositor's remark. Unless noted, the call rests on the fitted dose curve; in most records, active means well fitted curve in the direction sought with a large enough effect; inconclusive means small, poorly fitted or top-dose-only effect, or another doubt; inactive means no such curve, though single readings can be large; an effect the other way counts as inactive or inconclusive. Only part of the results is shown. The share of hits here may be higher or lower than overall.

SMILES	Anesthetic bind	Pol kappa inh	RXFP1 antag	POLB inh	BLM helicase inh	Pol eta inh	PGK inhibitor	Pol iota inh	APEX1 inh
Cc1cccc(-c2nnc(SCC(=O)N3CCOCC3)o2)c1	-1%	-6%	-2	10%	-6%	-3%	-4%	33%[activator]	22%
O=C1NC(=Nc2ccccc2)S/C1=C\c1cccn1-c1ccccc1	-17%	-15%	-29	-3%	-6%	3%	12%	4%	2%
Cc1cc(C)c(S(=O)(=O)NCCOc2ccccc2)c(C)c1-n1cnnn1	-11%	-1%	11	-2%	5%	-8%	-3%	74%[activator]	18%
CCn1c(C)cc(C(=O)CSc2nnc(-c3ccco3)o2)c1C	x	-10%	-7	x	x	-9%	2%	-22%	0%
O=C(O)CCN1C(=O)c2ccc(Oc3ccc([N+](=O)[O-])cc3)cc2C1=O	-1%	-8%	13	9%	-1%	-2%	2%	84%[activator]	-11%
CCN1CCCC1CNC(=O)C(=O)NC(C)C (stereo not given)	0%	-13%	7	0%	3%	1%	2%	78%[activator]	-2%
O=C(CCC1N=C2c3ccccc3N=C(SCc3ccccc3F)N2C1=O)NCc1ccccc1 (stereo not given)	-7%	-1%[60.1 µM]	-24	-1%	0%	-9%	-2%	12%	x
CCOC(=O)Cn1c(=O)c(-c2cc(Br)ccc2N)nc2ccccc21	3%	14%	-5	-27%	-1%	-24%	i	0%	0%
COc1cc2cnc(CCCC#N)cc2cc1OC	x	-12%	x	x	x	-2%	-3%	47%[activator]	-7%
COc1cc(C(=O)N/N=C/c2ccc(OC(=O)c3ccccc3Cl)c(OC)c2)ccc1O	-12%	-24%	u	-29%	-11%	-15%	-9%	-14%	-8%
COC(=O)c1cc(Br)c(=O)n(Cc2ccc(OC)c(OC)c2)c1	-9%	-18%	-12	6%	1%	2%	-9%	3%	-3%
Cc1c(C(=O)O)oc2ccc(S(=O)(=O)N3CCC(C)CC3)cc12	-4%	-21%	-6	1%	-4%	-8%	-2%	1%	6%
COc1cc(-c2nnn(CC(=O)NC3CCS(=O)(=O)C3)n2)ccc1OCc1ccccc1 (stereo not given)	-21%	7%	2	37%	0%	-12%	i	-7%	-8%
COC(=O)c1ccc(NC(=O)COC(=O)C2CCC2)cc1	x	-4%	-17	x	x	2%	4%	15%	-3%
COc1ccc2nc3sc(C(=O)NCCCN4CCc5ccccc5C4)cc3cc2c1	-13%	-11%	x	u	-6%	u	-10%	2%	0%
CCc1cnc2c(c1SCC(=O)N1CCC(C)CC1)c(=O)n(C)c(=O)n2C	4%	1%[60.1 µM]	-1	3%	5%	-20%	-8%	14%	x
CC1=N/C(=C/c2cc(Br)cc(Br)c2O)C(=O)O1	-2%	0%	10	u	-1%	-1%	-2%	-23%	-19%
Cc1ccc(CNC(=O)COc2ccc(C(=O)c3ccc(F)cc3)cc2)cc1	-12%	-9%	-4	28%	1%	-11%	7%	155%[activator]	17%
CC(C)(C)OC(=O)C[C@@H]1C/C=C\C[C@H](CC(=O)N(CCO)Cc2ccccc2)C(=O)N[C@@H](Cc2ccccc2)COC1=O	x	-6%	x	x	x	-14%	-11%	15%	-38%
CCCCn1c(N)c(N(CCC(C)C)C(=O)COC(=O)/C=C/c2ccc(F)cc2)c(=O)[nH]c1=O	x	-10%	6	x	x	-6%	-10%	-20%	23%
COc1ccc(CCNC(=O)C2CCN(S(=O)(=O)c3ccc(NC(C)=O)cc3)CC2)cc1OC	-6%	-9%	1	6%	0%	-19%	-4%	0%	-2%
Cc1ccnc(NC(=O)C2CCN(S(=O)(=O)c3ccc(C)c(C)c3)CC2)c1	x	-9%	7	x	x	-22%	-9%	15%	28%
COc1cc(NC(=O)CSc2nc3nc(C)c(Cc4ccccc4Cl)c(C)n3n2)cc(OC)c1	u	-9%[60.1 µM]	-7	29%	-2%	-21%	11%	u	x
Cc1cccc(-n2ccnc2CN2CCN(C(C)C)C(CCO)C2)c1 (stereo not given)	-1%	-8%	8	-2%	0%	4%	7%	54%[activator]	-5%
O=C(O)c1ccc(-n2cccc2)cc1O	-3%	-9%	-4	u	-2%	u	0%	-6%	-6%
CN(C)S(=O)(=O)c1cccc(C(=O)N2CCN(Cc3ccccc3)CC2)c1	-14%	-6%	-2	3%	-4%	3%	4%	14%	5%
COc1ccc(OC)c(NS(=O)(=O)c2cc(OC)ccc2OC)c1	-9%	0%	-6	10%	-3%	7%	-11%	-29%	13%
COc1ccc(C(=O)Nc2ccc(C)cc2C(=O)c2ccccc2)c(OC)c1	-23%	-11%	17	-27%	-9%	-14%	i	3%	-3%
COCCN=C1N[C@@H](c2ccc(Br)cc2)C(C(=O)OC)=C(C)N1Cc1ccccc1	-7%&-9%	-3%	x	2%&42%	1%&2%	-11%	1%	-6%	36%&-3%
CCN(CC)S(=O)(=O)c1ccc2nc(COC(=O)c3n[nH]c4ccccc34)[nH]c2c1	-3%	-26%	-17	7%	-10%	13%	-5%	9%	u
COc1cccc(C(=O)N2CCCN(C)CC2)c1OC	-1%	4%	8	5%	0%	-10%	12%	23%	1%
Cc1ccc2c(Cn3cc(C(F)(F)F)cc(Cl)c3=O)cc(=O)oc2c1	4%	x	x	-27%	-3%	x	x	x	0%
COC(=O)c1ccc2c(=O)n(CCCCCC(=O)NCc3ccccc3)c(=O)[nH]c2c1	6%&-1%	1%[60.1 µM]	-6&5	-12%&17%	-7%&-6%	-9%&9%	-10%&0%	-3%&5%	18%
C/C(=N\NC(=O)Cn1nnc2ccccc21)c1ccco1	-18%	-19%	1	0%	-1%	-4%	5%	3%	10%
CCOc1ccsc1C(=O)NNC(=O)c1ccco1	-4%	-3%	-2	0%	-2%	-1%	-9%	-19%	22%
COc1ccc(NC(=O)CCn2nc(-c3ccccc3OC)c3c(C)cc(C)nc32)cc1	-15%	-6%	0	1%	-1%	-12%	-3%	15%	x
Cc1csc(NC(=O)CCNC(=O)c2ccccc2Cl)n1	-3%	-6%	-7	-1%	1%	9%	8%	110%[activator]	-6%
COc1ccc(-c2nnc(SCC(=O)NC(=O)NCc3ccco3)o2)cc1	5%	-4%	10	u	-3%	7%	-5%	20%	2%
COC(=O)Cn1cnc2scc(-c3ccc(C)c(C)c3)c2c1=O	-16%	-3%	3	11%	-3%	-3%	-1%	22%	22%
O=C(CNC(=O)c1ccccc1F)OCc1nc2ccccc2s1	-23%	-24%	-19	1%	-1%	-17%	i	187%[activator]	-5%
Cc1ncoc1C(=O)N1CCCC(N2CCN(c3ccccc3F)CC2)C1 (stereo not given)	-2%	4%	2	32%	-1%	-10%	i	26%	85%[activator]
CCNC(=O)Cc1c(OC)ccc2cc(Br)ccc12	-2%	-2%	17	-9%	-2%	-10%	10%	13%	-1%
Cn1c(=O)oc2cc(S(=O)(=O)N3CCC(C(=O)NCc4ccccc4Cl)CC3)ccc21	3%&51%	2%&-8%	10	57%&-27%	-4%&-5%	-18%&-1%	-16%&5%	29%	14%
Cc1cc(C)cc(NC(=O)C2CCCN(c3nnc(C)c4c(C)n(-c5ccccc5)nc34)C2)c1 (stereo not given)	1%	5%	-16	15%	-1%	-6%	-10%	7%	x
CC1(c2ccccc2)NC(=O)N(CC(=O)Nc2ccc(Cl)c(S(=O)(=O)N3CCCCC3)c2)C1=O (stereo not given)	-9%	-12%	-35	8%	-12%	-21%	-1%	-6%	11%

Single entries from the entries so far.
In Pol eta inh, `O=C(CNC(=O)c1ccccc1F)OCc1nc2ccccc2s1` is entered as -17%
In PGK inhibitor, `Cc1cc(C)cc(NC(=O)C2CCCN(c3nnc(C)c4c(C)n(-c5ccccc5)nc34)C2)c1` (stereo not given) is entered as -10%

(further entries)
SMILES	Anesthetic bind	Pol kappa inh	RXFP1 antag	POLB inh	BLM helicase inh	Pol eta inh	PGK inhibitor	Pol iota inh	APEX1 inh
CCOc1ccc(OCCC(=O)NNC(=O)c2nn(C)c(=O)c3ccccc23)cc1	-7%	-32%	-3	35µM*	-12%	u	-15%	u	u
S=C(NCCc1ccccc1)Nc1ccc(Cl)cc1	-11%	-3%	3	3%	-3%	-23%	i	1%	-2%
CCc1ccccc1NC(=O)c1cc(S(=O)(=O)NCCc2ccc(OC)c(OC)c2)ccc1F	2%	-3%[60.1 µM]	-6	2%	-1%	-20%	-6%	-2%	x
Cc1ccccc1C(=O)/C=C1/SCC(=O)N1C	-12%	-3%	6	29%	-8%	13%	i	31%	0%
CC(C)(C)c1ccccc1OCCOCCN1CCCCCC1	-23%	-17%	-12	27%	-5%	-6%	3%	76%[activator]	3%
CC(=O)Nc1ccc(OC(=O)c2cc([N+](=O)[O-])ccc2Cl)cc1	-10%	-10%	2	1%	-2%	-9%	-4%	-1%	-5%
Cn1cc(CN2CCC(CO)CC2)c(-c2ccc(Oc3ccccc3)cc2)n1	-17%	6%	-7	30%	-4%	-17%	i	36%[activator]	-3%
O=C(CSc1ncccn1)Nc1ccc(N2CCOCC2)cc1	-13%	-1%	-5	41%	-1%	-15%	-1%	18%	21%
COC(=O)c1ccc(-c2ccc(C3C4C=CCC(C)C4C(=O)N3Cc3ccccc3)c(F)c2)cc1 (stereo not given)	7%	-3%	x	x	-6%	x	x	12%	-5%
COc1ccc(C2NC3=C(CCC3)C3(C#N)C4(N=C(N)C23C#N)OCCO4)cc1 (stereo not given)	11%	-2%	-15	7%	-3%	-4%	-1%	24%	6%
CCC(=O)Nc1ccc(C(=O)COC(=O)Cc2ccsc2)cc1	x	-15%	-5	x	x	-1%	i	0%	15%
CC(C)(C)OC(=O)N1CCC(c2c(C(=O)N3CCN(c4ccccc4F)CC3)cnn2C(C)(C)C)CC1	2%	-15%	-15	2%	-13%	-8%	4%	25%	x
Cc1cc(=O)oc2cc(NC(=O)C3CC(=O)N(Cc4ccccc4)C3)ccc12 (stereo not given)	-17%	-8%	4	-17%	-2%	1%	7%	u	-6%
